Tn7 DDE FP: DD(E)-Tn7 binding inhibition, primary FP screen; P02675; actives 0.13% (n = 370,000); FP displacement of FITC-Tn7 peptide from fibrin DD(E); 0% = median of compound wells per plate; AID 720508; inhibition, % at 8.3 µM;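 active = inhibition above the mean of compounds falling within the control limits plus 3 SD of them, cut at about 14% in these data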;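 also: 0% = plate median of compound wells and 100% = 10 µM Aha-Tn7 peptide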
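assay system = human clot-derived fibrin DD(E) complex | quantity = Fibrin-DD(E) at 2 µM final | timing = 10 min preincubation, 3 h with tracer, room temperature | signal = fluorescence polarization | measure = percent inhibition | benchmarks = high control wells with 10 µM unlabelled Aha-Tn7 peptide (full inhibition) | replicates = singlicate testing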
PLC-gamma1 inh: inhibitors of human phospholipase C gamma1. actives 0.84% (n = 370,000). AID 720700. purified PLC-gamma1, fluorogenic substrate, fluorescence. P19174. inhibition, % at 12.2 µM; in the data active = inhibition above about 9.5%
ASAP1 inh: inhibitors of human ASAP1 ArfGAP activity; actives 0.19% (n = 360,000); inhibition, % at 16.5 µM; Q9ULH1; ASAP1-stimulated ARF1 GTP hydrolysis, GDP FP detection; in the data active = inhibition above about 25%;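 also: 0% = vehicle with enzyme and substrate and 100% = no enzyme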
SIAE primary: inhibitors of human sialic acid acetylesterase SIAE; SIAE FP-Rh probe binding, fluorescence polarization; inhibition, % at 9.66 µM; actives 0.69% (n = 370,000); AID 1053197;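 active = inhibition above a cutoff: mean of compounds within the control limits plus 3 SD of those, cut at about 17% in these data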;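 also: 0% = plate median of compound wells and 100% = probe without SIAE protein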
Target sequence (Q9HAT2 whole entry, looked up): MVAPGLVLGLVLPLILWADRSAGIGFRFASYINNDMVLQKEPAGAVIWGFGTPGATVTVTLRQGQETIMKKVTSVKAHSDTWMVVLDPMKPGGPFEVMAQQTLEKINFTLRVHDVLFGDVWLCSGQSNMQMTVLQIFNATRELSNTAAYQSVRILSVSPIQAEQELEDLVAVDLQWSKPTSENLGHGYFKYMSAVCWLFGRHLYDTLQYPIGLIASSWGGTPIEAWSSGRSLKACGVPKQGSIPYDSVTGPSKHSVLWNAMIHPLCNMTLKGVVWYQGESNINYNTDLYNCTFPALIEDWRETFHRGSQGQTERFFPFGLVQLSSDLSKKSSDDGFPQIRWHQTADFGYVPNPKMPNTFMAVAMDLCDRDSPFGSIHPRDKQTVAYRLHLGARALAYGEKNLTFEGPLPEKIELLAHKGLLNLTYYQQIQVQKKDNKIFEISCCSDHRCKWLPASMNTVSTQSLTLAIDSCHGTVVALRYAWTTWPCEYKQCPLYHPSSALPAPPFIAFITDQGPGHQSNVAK
ARFGAP1 inhibitor: rat ARFGAP1 inhibition; Arfgap1-stimulated ARF1 GTP hydrolysis, GDP FP detection; Q62848; AID 651572; actives 0.26% (n = 360,000); inhibition, % at 16.5 µM;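 active = inhibition above a per-plate limit, mean inhibition of low control wells plus 3 SD, cut at about 25% in these data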;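 also: 0% = DMSO wells with enzyme and 100% = wells lacking Arfgap1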
Target sequence (Q62848 1-136 limits assumed): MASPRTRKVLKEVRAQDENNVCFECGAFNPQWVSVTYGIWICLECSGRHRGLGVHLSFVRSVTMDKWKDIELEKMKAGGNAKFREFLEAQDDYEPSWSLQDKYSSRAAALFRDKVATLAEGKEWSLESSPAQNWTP
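system = rat Arfgap1 catalytic domain, aa 1-136 | technique = FP, GDP Alexa 633 tracer displaced from anti-GDP antibody, 620/688 nm | compound = one concentration, 16.5 µM, DMSO 1.26% | medium = HEPES-based buffer, pH 7.5 | timing = compound-enzyme preincubation 20 min, reaction 120 min, detection 60 min, 25 °C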
DDE Tn6 FP inh: inhibitors of Tn6 peptide binding to human fibrin DD(E) | P02675 | Fibrin DD(E) TRITC-Tn6 fluorescence polarization displacement | inhibition, % at 8.3 µM | actives 0.21% (n = 370,000) | AID 720509;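 active = inhibition above a per-campaign cutoff: mean of compounds within control limits plus 3 SD, cut at about 15% in these data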;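 also: 0% = median of all compound wells on the plate and 100% = blocking peptide control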
ADAM17 inh: inhibits human ADAM17; P78536; actives 0.83% (n = 370,000); recombinant ADAM17, EDANS/DABCYL FRET peptide cleavage; inhibition, % at 6.95 µM;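 active = inhibition above the mean of compounds lying between control limits plus 3 SD, set per campaign, cut at about 8.5% in these data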;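 also: 0% = DMSO-only wells as the low control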
ADAM10 inh: inhibits human ADAM10. inhibition, % at 7 µM. actives 0.62% (n = 370,000). recombinant ADAM10, EDANS/DABCYL FRET peptide cleavage, 3 h;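 active = inhibition above a per-campaign cutoff equal to the mean of compounds falling between control-based bounds plus 3 SD, cut at about 20% in these data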;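 also: 0% = DMSO wells while the 100% control is not disclosed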
TDP2 inh: blocks human TDP2 phosphodiesterase activity; O95551; actives 0.34% (n = 370,000); AID 720702; inhibition, % at 12.8 µM; recombinant TDP2, T5PNP hydrolysis, p-nitrophenol absorbance 415 nm;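 active = inhibition above the mean of all tested compounds plus 3 SD, set per campaign, cut at about 25% in these data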;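 also: 0% = DMSO with enzyme and 100% = buffer with substrate but no TDP2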
Target sequence (O95551 whole entry, looked up): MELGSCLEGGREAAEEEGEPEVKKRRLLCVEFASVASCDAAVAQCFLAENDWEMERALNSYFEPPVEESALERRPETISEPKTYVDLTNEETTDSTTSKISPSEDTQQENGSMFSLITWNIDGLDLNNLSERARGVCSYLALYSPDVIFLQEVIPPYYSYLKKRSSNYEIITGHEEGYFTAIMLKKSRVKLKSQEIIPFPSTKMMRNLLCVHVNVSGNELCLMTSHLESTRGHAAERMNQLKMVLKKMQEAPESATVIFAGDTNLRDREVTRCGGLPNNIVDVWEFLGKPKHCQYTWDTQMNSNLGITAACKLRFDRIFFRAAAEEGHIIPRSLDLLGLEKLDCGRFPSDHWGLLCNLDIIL
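System: recombinant human TDP2 / Amount: 120 nM TDP2 per well / Also added: 5 mM T5PNP chromogenic substrate / Doses: 12.8 µM single point, 1% DMSO / Incubation: 2 h at 37 °C / Detection: p-Nitrophenol epi absorbance / Evaluation: % inhibition relative to enzyme-containing and enzyme-free wells / Repeats: singlicate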
PLCb3 inh: inhibitors of human phospholipase C beta3. Q01970. Purified PLC-beta3, fluorogenic substrate, fluorescence. inhibition, % at 12.2 µM. actives 0.18% (n = 370,000). AID 720704; in the data active = inhibition above about 11%;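 also: 0% = median of compound wells on plate and 100% = full blocker control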
Active calls of the source: *; x = not tested or not shown.

SMILES	Tn7 DDE FP	PLC-gamma1 inh	ASAP1 inh	SIAE primary	ARFGAP1 inhibitor	DDE Tn6 FP inh	ADAM17 inh	ADAM10 inh	TDP2 inh	PLCb3 inh
COc1ccc(C2=NN(C(=O)/C=C/c3ccccc3)C(c3ccccc3)C2)c(OC(C)=O)c1 (stereo not drawn)	4	-1	6	-8	8	2	-3	2	3	-1
COc1ccc(/C=C/c2nnc(NC(=O)CC(C)C)s2)cc1	-10	-9	-7	1	9	-6	-4	-12	-14	-20
Cc1ccccc1-c1noc(CNC(=O)c2ccco2)n1	9	3	2	-5	11	1	-4	6	-11	-8
O=C1OC2CCC1(c1ccccc1)C2 (stereo not drawn)	-5	1	-5	-2	9	-8	-4	-3	7	-2
COCCCNc1nc2ccccc2nc1NS(=O)(=O)c1ccccc1	2	-76	-5	1	-7	-3	-41	-109	-5	-93
O=C(CN1CCN(Cc2ccccc2)CC1)N1CCCc2c1c(=O)oc1ccc(O)cc21	2	-20	11	-9	7	-8	-1	0	6	-23
COc1ccc2nc(C)c(C(N)=O)cc2c1	3	-4	-3	-1	9	1	-23	-40	-12	-11
O=C(NCCCN1CCOCC1)c1nn2c(C(F)(F)F)cc(-c3ccco3)nc2c1Cl	2	-78	-8	-10	12	4	-3	-9	-3	-113
COc1ccc(/C=N/NC(=O)c2nnn(-c3nonc3N)c2-c2cccc(OC)c2)cc1	9	-9	2	-8	8	1	-4	7	1	-23
O=C(NCc1ccccc1Cl)c1ccc2nc([C@@H]3O[C@H](CO)[C@@H](O)[C@H]3O)[nH]c2c1	1	-13	13	5	1	-6	2	4	-5	1
Cc1ccc(S(=O)(=O)N2CCN(C(=O)COC(=O)/C=C/c3ccc(C(F)(F)F)cc3)CC2)c(C)c1	3	3	-9	5	-19	-7	-1	-5	14	-5
Cc1cc(S(=O)(=O)NCc2ccccc2)ccc1OCC(=O)N1CCOCC1	2	2	12	9	11	0	-1	-3	-9	5
Cc1ccccc1C(=O)N1CCN(c2ncnc3c2cnn3-c2ccccc2)CC1	-5	3	7	-5	0	0	0	8	-5	5
Cn1c(CSCc2ccccc2)nnc1SCC(=O)Nc1nccs1	-5	3	0	2	3	6	2	3	-2	5
Cc1ccc(NC(=S)N2CCC(NC(=O)c3ccccc3)CC2)cc1	4	3	-4	0	-3	-2	-1	2	0	-5
CCC[N+](CC#Cc1ccccc1)(CCC)CC(=O)OCC	4	0	1	3	1	4	3	-9	-6	-2
CC(/C=N/NC(=O)c1nnn(-c2nonc2N)c1C)=C\c1ccccc1	6	0	2	1	-3	3	-5	11	-10	-7
NC(=O)C1CC(=O)N(c2ccc(OCc3ccc(F)cc3)cc2)C1 (stereo not drawn)	-1	-1	7	6	-8	2	0	0	11	-5
CCCCC(=O)Nc1ccc(C(=O)Nc2cccnc2)cc1	2	10.0*	24	-1	4	1	1	12	-12	7
COc1ccc(-c2cc(-c3nnc(SCC(=O)Nc4nccs4)n3N)[nH]n2)cc1	-2	3	x	-6	x	1	-2	-1	6	3
Cc1cccc(NC(=O)CSCC(=O)N(C)CC(=O)Nc2cccc(F)c2)c1	4	6	-12	-8	2	1	-2	-6	1	-6
O=C(Nc1cccc(-c2cnc3ccccc3n2)c1)c1cccc(NC(=O)c2ccco2)c1	4	-3	102*	-72	101*	-2	-3	-3	-3	-6
COc1ccc(C(=O)NNC(=S)NC(=O)c2cccs2)cc1	-1	-1	-3	4	9	-2	1	-1	9	-3
CCOC(=O)c1sc(C)c2c(=O)n(Cc3ccc(Cl)cc3)cnc12	-3	0	-10	-2	4	0	-3	-8	7	2

Arranged by the number under Tn7 DDE FP (highest first): some entries from above.
structure	Tn7 DDE FP
CC(/C=N/NC(=O)c1nnn(-c2nonc2N)c1C)=C\c1ccccc1	6
Cc1ccc(NC(=S)N2CCC(NC(=O)c3ccccc3)CC2)cc1	4
CCOC(=O)c1sc(C)c2c(=O)n(Cc3ccc(Cl)cc3)cnc12	-3
Cc1ccccc1C(=O)N1CCN(c2ncnc3c2cnn3-c2ccccc2)CC1	-5

Remaining list, next part.
SMILES	Tn7 DDE FP	PLC-gamma1 inh	ASAP1 inh	SIAE primary	ARFGAP1 inhibitor	DDE Tn6 FP inh	ADAM17 inh	ADAM10 inh	TDP2 inh	PLCb3 inh
CN(C)CCCNC(=O)c1c(N)[nH]c(C(=O)c2ccc(Br)cc2)c1-c1ccc(Br)cc1	0	-6	-1	6	-4	7	-3	-16	4	-9
N#Cc1cccc2cccc(S(=O)(=O)N3CCOCC3)c12	-4	3	1	-4	4	-4	-7	-16	11	-4
CCOC(=O)COc1nc2c(c(-c3ccco3)c1C#N)CCc1ccccc1-2	-3	-5	9	-8	5	1	-11	-38	8	-15
COc1ccccc1N1CCN(C(=O)C(=O)c2cn(CC(=O)N3CCCC3)c3ccccc23)CC1	2	-3	1	1	-6	2	-1	-6	3	-6
Cc1ccc(C)c(NC(=S)N2CCN(Cc3ccccc3)CC2)c1	3	-1	-5	9	15	0	1	-4	-2	2
Cc1cc(-c2ccccc2)nc(N/N=C/c2ccc([N+](=O)[O-])cc2)n1	-4	-3	5	2	-16	3	1	3	-1	-4
Cc1ccc(N(C(C)C(=O)Nc2cccc(N(C)S(C)(=O)=O)c2)S(C)(=O)=O)cc1 (stereo not drawn)	-1	-3	2	-4	-5	1	-2	-6	-4	1
Cc1ccc(S(=O)(=O)N2CCN(C(=O)C3CCCCC3)CC2)cc1	-7	-1	-4	-2	2	-1	-5	-1	-1	2
Cc1cc(Nc2ccccc2)c2c([N+](=O)[O-])c(C)cc(C)c2n1	3	0	-4	-2	9	1	4	10	-4	1
Cc1ccc(/C=N/OC(=O)c2nn(C)cc2Cl)cc1	-6	6	5	3	3	-7	0	1	-3	2
Cc1nn(-c2ccccc2)c2c1C(c1ccccc1)C(C#N)=C(N)O2 (stereo not drawn)	4	8	6	8	-2	2	4	9	40*	6
NC(=O)C1CCN(c2nnnn2-c2ccccc2)CC1	8	1	-2	0	1	1	-4	11	5	-2
CCOC(=O)c1c(C)[nH]c(C(=O)COC(=O)c2oc3ccc(OC)cc3c2C)c1C	3	-2	-8	2	9	-13	-4	-10	-6	-2
COc1ccc(C(=O)Nc2nc(N)n(-c3ccccc3)n2)cc1OC	2	1	-7	1	-1	-9	-5	4	-7	-4
COc1ccccc1CNC(=O)C(=O)NCC(c1ccco1)N1CCOCC1 (stereo not drawn)	1	-2	-2	-3	3	-6	-2	-4	-7	-13
O=C(CNC(=O)c1ccc(Br)o1)OCC(=O)c1cccc([N+](=O)[O-])c1	-1	1	-5	-5	2	7	-2	5	12	5
COc1ccccc1NC(=O)CN(c1ccc(C)cc1)S(=O)(=O)c1c(C)n[nH]c1C	5	6	5	3	1	5	3	1	-1	2
Cc1ccccc1CCNC(=O)CCn1nc(C)c2c(C)n(-c3ccccc3)nc2c1=O	-2	0	-2	1	3	0	2	-11	-1	-7
CC(C)Cc1nnc(NC(=O)CCC(=O)N2CCN(c3ccccn3)CC2)s1	-4	0	5	4	15	0	-4	-9	6	0
CCCn1nc(C(=O)NNC(=O)c2ccc(C)c(C)c2)c2ccccc2c1=O	6	0	10	5	13	3	-1	3	6	0
O=C(COc1ncnc2ccccc12)Nc1ccc(Cl)c(S(=O)(=O)N2CCOCC2)c1	-2	1	2	-3	4	2	-4	-7	-2	-2
O=C(N/C=C\c1ccccc1)NCc1ccc(Cl)cc1Cl	-4	3	-2	-7	0	4	3	4	0	1
CCc1ccccc1N(C)S(=O)(=O)c1ccc2[nH]cc(C(=O)O)c(=O)c2c1	0	-3	-8	-3	-2	-3	-7	-15	-8	-10
CCN1CCN(C(C(=O)NC2CCCCC2)c2ccc(Cl)cc2)CC1 (stereo not drawn)	9	4	-7	-3	13	4	-1	-11	9	2
CCOC(=O)[C@@H]1[C@H]2COc3ccccc3[C@@H]2N2C(=O)N(c3ccccc3)C(=O)[C@]12C	7	0	-10	1	-6	9	-1	4	-1	2
COc1cc(NC(=O)Cc2ccc(Cl)cc2)ccc1NC(=O)c1ccco1	-8	-2	12	-3	5	-4	-37	-123	3	-2
COC(=O)c1cc(COc2ccc3c4c(c(=O)oc3c2)CCCC4)c(C)o1	-6	-70	10	-2	6	-4	-85	-262	0	-92
O=S(=O)(NC1=NCCCCC1)c1ccc(F)cc1	3	-1	-10	2	-6	3	-1	2	13	-5
COc1ccc(N=C(C)C2=C(O)c3ccccc3C2=O)cc1	-9	3	-14	-3	3	2	0	-3	-5	1
COc1cccc(-c2noc(CCC(=O)Nc3cccnc3)n2)c1	-5	0	-16	2	1	3	-1	7	-2	1
CC(C)OP(=O)(OC(C)C)C(Nc1ccccc1)c1cccc2c1OCO2 (stereo not drawn)	1	1	-7	7	12	1	0	1	0	0
Cc1cc(NC(=O)c2ccc(Cl)cc2Cl)no1	-4	-1	7	-2	3	2	2	5	-15	-5
Cc1noc(C)c1CSc1nc2[nH]ncc2c(=O)n1-c1ccccc1	3	-2	-1	1	-11	3	-2	1	-5	-3
O=c1oc2ccccc2c2c1C(c1ccc(Cl)cc1)Nc1ccc3ccccc3c1-2 (stereo not drawn)	-11	-23	3	-10	-2	9	3	0	-17	-31
CCc1sc(C(=O)Nc2cc(S(=O)(=O)N3CCOCC3)ccc2OC)cc1C	-10	-31	-20	-10	1	4	2	6	7	-12
CCc1nc(SCC(=O)N2CCC(C)CC2)c2c(=O)n(C)c(=O)n(C)c2n1	-9	0	7	-5	6	-1	-2	-1	2	2
CCCOc1ccc(CC2CCC(=O)NC2=O)cc1 (stereo not drawn)	6	-1	-1	-5	7	0	-5	2	6	-4
CC1(C)CC(=O)c2sc(NC(=O)CN3CCCCC3)nc2C1	-2	1	-15	0	8	-1	-2	-19	3	4
CCn1cc(C(=O)NC2CCCc3c2cnn3-c2cccc(C)c2C)cn1 (stereo not drawn)	-6	-1	-14	-3	0	-4	0	-3	-6	-4
CN(C)S(=O)(=O)c1ccc(Nc2ccc(-c3ccc4c(c3)OCCO4)nn2)cc1	0	-1	10	-7	3	-5	-2	-2	12	-5
CCCS(=O)(=O)Nc1c(C(=O)OC)[nH]c2ccccc12	-3	-1	-5	1	-2	3	0	2	12	-6
COc1ccc(NC(=O)Nc2ccccc2SC)cc1OC	-5	0	-1	0	0	-3	-1	-8	1	-7

From PubChem BioAssay

This is a random part of the collection; any-hit rate near 3.6%.
